# Compound activity as filed in PubChem.
# ADAM10 inh: human ADAM10 inhibitors, primary screen, biochemical, QFRET, HTS. Disintegrin and metalloproteinase domain-containing protein 10 (Homo sapiens), O14672. recombinant ADAM10, EDANS/DABCYL FRET peptide cleavage, 3 h. inhibition, % at 7 µM. actives 0.62% (n = 370,000);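 active = inhibition above a per-campaign cutoff equal to the mean of compounds falling between control-based bounds plus 3 SD, cut at about 20% in these data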;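 note: 0% = DMSO wells while the 100% control is not disclosed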
# Target sequence (O14672 214-748 limits assumed): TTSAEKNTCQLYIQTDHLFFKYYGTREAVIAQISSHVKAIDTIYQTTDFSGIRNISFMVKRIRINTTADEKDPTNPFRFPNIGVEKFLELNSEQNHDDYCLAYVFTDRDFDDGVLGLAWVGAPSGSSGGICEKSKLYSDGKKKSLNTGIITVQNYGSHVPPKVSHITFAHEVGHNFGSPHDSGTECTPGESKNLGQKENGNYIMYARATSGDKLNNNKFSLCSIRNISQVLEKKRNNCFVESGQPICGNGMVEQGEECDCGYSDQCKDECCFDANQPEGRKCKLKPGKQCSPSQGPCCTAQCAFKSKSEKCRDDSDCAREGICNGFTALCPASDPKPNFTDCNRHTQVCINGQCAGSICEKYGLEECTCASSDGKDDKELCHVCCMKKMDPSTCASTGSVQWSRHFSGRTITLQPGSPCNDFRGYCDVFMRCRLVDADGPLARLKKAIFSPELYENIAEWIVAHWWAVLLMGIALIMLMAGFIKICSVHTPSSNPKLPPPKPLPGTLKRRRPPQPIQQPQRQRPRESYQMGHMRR
# PLCg1 inh: PLC-gamma1 enzyme inhibitors, primary screen, biochemical, fluorescence, purified enzyme. 1-phosphatidylinositol 4,5-bisphosphate phosphodiesterase gamma-1 (Homo sapiens), P19174. fluorogenic substrate. inhibition, % at 12.2 µM. actives 0.84% (n = 370,000); in the data active = inhibition above about 9.5%
# Tn6 DDE FP: inhibitors of Tn6 peptide binding to fibrin DD(E), primary screen, biochemical, fluorescence polarization, human fibrin, Tn6 probe; inhibition, % at 8.3 µM; AID 720509, 2013; Fibrinogen beta chain (Homo sapiens), P02675; Fibrin DD(E) TRITC-Tn6 fluorescence polarization displacement; actives 0.21% (n = 370,000);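 active = inhibition above a per-campaign cutoff: mean of compounds within control limits plus 3 SD, cut at about 15% in these data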;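 note: 0% = median of all compound wells on the plate and 100% = blocking peptide control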
# Target sequence (P02675 whole entry, looked up): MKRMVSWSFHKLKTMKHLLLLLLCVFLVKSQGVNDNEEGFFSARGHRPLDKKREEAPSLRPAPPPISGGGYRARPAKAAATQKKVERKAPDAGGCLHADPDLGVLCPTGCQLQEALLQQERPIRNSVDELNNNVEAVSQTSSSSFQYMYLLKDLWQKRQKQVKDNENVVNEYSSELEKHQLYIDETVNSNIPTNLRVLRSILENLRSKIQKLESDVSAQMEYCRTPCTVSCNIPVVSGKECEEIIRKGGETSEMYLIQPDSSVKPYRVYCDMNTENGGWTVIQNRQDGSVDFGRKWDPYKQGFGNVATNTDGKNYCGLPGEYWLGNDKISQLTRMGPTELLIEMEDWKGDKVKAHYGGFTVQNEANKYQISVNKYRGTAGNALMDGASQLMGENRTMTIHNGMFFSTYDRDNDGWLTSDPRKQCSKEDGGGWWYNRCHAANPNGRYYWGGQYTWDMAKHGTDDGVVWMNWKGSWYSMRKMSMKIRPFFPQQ
# ASAP1 inh: inhibitors of human ASAP1 ArfGAP activity, primary screen, biochemical, fluorescence polarization | Arf-GAP with SH3 domain, ANK repeat and PH domain-containing protein 1 (Homo sapiens), … | ASAP1-stimulated ARF1 GTP hydrolysis, GDP FP detection | inhibition, % at 16.5 µM | actives 0.19% (n = 360,000); in the data active = inhibition above about 25%;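 note: 0% = vehicle with enzyme and substrate and 100% = no enzyme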
# DDE Tn7 FP inh: inhibitors of Tn7 peptide binding to fibrin DD(E), primary screen, biochemical, fluorescence polarization, human fibrin, Tn7 probe; Fibrinogen beta chain (Homo sapiens), P02675; FP displacement of FITC-Tn7 peptide from fibrin DD(E); 0% = median of compound wells per plate; inhibition, % at 8.3 µM; actives 0.13% (n = 370,000); AID 720508, 2013;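 active = inhibition above the mean of compounds falling within the control limits plus 3 SD of them, cut at about 14% in these data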;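 note: 0% = plate median of compound wells and 100% = 10 µM Aha-Tn7 peptide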
#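 Assay system: human fibrin DD(E) protein / Input: 2 µM fibrin DD(E) / Benchmarks: high control of 10 µM Aha-Tn7 peptide / Measured by: fluorescence polarization of the labelled Tn7 tracer / Medium: Tris buffer with calcium and detergent, pH 7.8 / Timing: 10 min compound pre-incubation, 3 h probe incubation at room temperature / Repeats: one replicate per compound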
# ADAM17 inh: ADAM17 inhibitors, primary screen, biochemical, QFRET | actives 0.83% (n = 370,000) | inhibition, % at 6.95 µM | recombinant ADAM17, EDANS/DABCYL FRET peptide cleavage | Disintegrin and metalloproteinase domain-containing protein 17 (Homo sapiens), P78536 | AID 720648, 2013;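 active = inhibition above the mean of compounds lying between control limits plus 3 SD, set per campaign, cut at about 8.5% in these data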;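 note: 0% = DMSO-only wells as the low control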
# TDP2 inh: human TDP2 enzyme inhibitors, primary screen, biochemical, epi absorbance, recombinant enzyme; AID 720702, 2013; T5PNP hydrolysis, p-nitrophenol absorbance 415 nm; Tyrosyl-DNA phosphodiesterase 2 (Homo sapiens), O95551; inhibition, % at 12.8 µM; actives 0.34% (n = 370,000);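 active = inhibition above the mean of all tested compounds plus 3 SD, set per campaign, cut at about 25% in these data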;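 note: 0% = DMSO with enzyme and 100% = buffer with substrate but no TDP2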
#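 Assay system: Recombinant human TDP2 | Quantity: 120 nM TDP2 per well | Incubation: 2 h at 37 °C | Signal: Epi absorbance | Evaluation: Percent inhibition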
# SIAE inh: human SIAE inhibitors, primary screen, biochemical, fluorescence polarization, FP-Rh probe, 1536-well HTS; Sialate O-acetylesterase (Homo sapiens), Q9HAT2; SIAE FP-Rh probe binding; inhibition, % at 9.66 µM; actives 0.69% (n = 370,000); AID 1053197, 2014;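 active = inhibition above a cutoff: mean of compounds within the control limits plus 3 SD of those, cut at about 17% in these data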;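 note: 0% = plate median of compound wells and 100% = probe without SIAE protein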
# ARFGAP1 inh: inhibitors of rat ARFGAP1 GAP activity, primary screen, biochemical, fluorescence polarization, GDP tracer | inhibition, % at 16.5 µM | AID 651572, 2012 | actives 0.26% (n = 360,000) | Arfgap1-stimulated ARF1 GTP hydrolysis, GDP FP detection;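 active = inhibition above a per-plate limit, mean inhibition of low control wells plus 3 SD, cut at about 25% in these data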;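 note: 0% = DMSO wells with enzyme and 100% = wells lacking Arfgap1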
#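 Assay system: Rat Arfgap1 GAP domain (His6, aa 1-136), purified enzyme | Buffer or medium: HEPES 25 mM pH 7.5, NaCl 150 mM, MgCl2, DTT | Schedule: GTP hydrolysis reaction 2 h at 25 °C | Signal: FP of antibody-bound GDP Alexa 633 tracer, ex 620/em 688 nm | Measure: Percent inhibition of Arfgap1-stimulated GTP hydrolysis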
# PLCb3 inh: human PLC-beta3 inhibitors, primary screen, biochemical, fluorescence. actives 0.18% (n = 370,000). 1-phosphatidylinositol 4,5-bisphosphate phosphodiesterase beta-3 (Homo sapiens), Q01970. Purified PLC-beta3, fluorogenic substrate. inhibition, % at 12.2 µM; in the data active = inhibition above about 11%;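 note: 0% = median of compound wells on plate and 100% = full blocker control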
# * hit, by the source's call; i = inactive.
SMILES,ADAM10 inh,PLCg1 inh,Tn6 DDE FP,ASAP1 inh,DDE Tn7 FP inh,ADAM17 inh,TDP2 inh,SIAE inh,ARFGAP1 inh,PLCb3 inh
CCOCCCNC(=O)c1ccc2c(c1)ncn2-c1ccc(CC)cc1,-5,-8,1,-9,2,-2,7,4,0,-5
Cc1cc(C)n(CCOc2ccc(Cl)cc2Cl)n1,5,2,1,0,-6,5,-10,-2,14,2
CCCC(=O)c1ccc(N2CCC(C)CC2)c(F)c1,5,2,0,10,1,-1,-2,8,-5,3
CCOC(=O)c1ccc(N=C2NC(=O)CS2)cc1,5,2,-4,4,-6,-1,2,-6,-5,0
COc1ccc(N(CC(=O)Nc2cc(OC)ccc2OC)S(C)(=O)=O)cc1,1,2,-9,0,4,3,-5,1,-9,4
COc1cccc(OCC(Cn2c(C)nc3ccccc32)OC(C)=O)c1 (stereo not drawn),11,3,-2,7,2,-2,2,-2,-2,2
CCCn1c(N)c(C(=O)CSc2nc(C)cs2)c(=O)n(C)c1=O,4,3,-1,-6,-3,-2,6,-4,-6,2
OCCC1CN(Cc2ccccc2O)CCN1CCCc1ccccc1 (stereo not drawn),-4,-36,0,-9,0,-3,1,1,7,-7
C[C@H](NC(=O)c1ccco1)C(=O)NNC(=O)COc1cccc(C(F)(F)F)c1,-7,3,-4,-14,-3,1,-5,5,0,-3
CC1(C)CC(NC(=O)c2ccccc2NS(=O)(=O)c2ccc(Br)cc2)CC(C)(C)N1,-2,1,2,-5,-2,-1,0,2,5,-1
COc1ccc(NC(=O)CNC(=O)c2ccco2)cc1S(=O)(=O)Nc1cc(C)ccc1Br,6,4,-9,16,0,-5,0,-19,8,2
COc1ccc(S(=O)(=O)N2CCN(C(=O)COc3ccccc3)CC2)cc1,-3,0,-5,0,4,0,11,-1,-1,2
COCOCCn1cc(CN2CCS(=O)(=O)N(Cc3ccc(-c4cccc(N(C)C)c4)cc3)C(C(C)C)C2=O)nn1 (stereo not drawn),-44,-12,7,-2,-1,-13,7,6,-7,-17
COc1ccccc1CNS(=O)(=O)c1ccc2c(c1)NC(=O)C(C)S2 (stereo not drawn),2,2,-2,9,4,2,6,-3,-1,-5
CCNC(=O)C1CC(=O)N(c2ccc(OCC)cc2)C1 (stereo not drawn),-1,-2,1,0,0,-4,12,8,6,-2
CC(CN(C)Cc1ccccc1)OC(=O)c1ccc2c(c1)OCCO2 (stereo not drawn),6,3,5,1,2,4,-8,0,2,1
C=CCn1c(SCC(=O)c2c(N)n(C3CC3)c(=O)[nH]c2=O)nnc1-c1ccccc1OC,-15,1,-5,-2,3,2,5,1,-3,-8
NC(=O)[C@H]1CC2(CC(c3cccc(NC(=O)COc4ccc(Cl)cc4)c3)=NO2)CN1C(=O)C(c1ccccc1)c1ccccc1 (stereo partly drawn),31*,5,3,0,0,12*,-7,-82,10,2
CC(O)Cn1c(=O)c2c(nc(Br)n2Cc2ccccc2)n(C)c1=O (stereo not drawn),-4,1,4,-14,3,-3,11,4,-8,3
O=C(CN1CCN(S(=O)(=O)c2ccc(F)cc2)CC1)NC1CC1,-19,-2,0,15,-6,1,-15,1,4,-6
Cc1ccc(SC[C@H](CC(C)C)N2CCN(C)CCC2=O)cc1,7,2,-1,-7,-8,4,-8,-6,8,4
COc1ccc(NC(=O)Nc2ccc3c(c2)C(=O)N([C@H](C)CO)C[C@H](C)[C@@H](CN(C)C(=O)Nc2ccccc2)O3)cc1,-11,0,2,1,-1,-5,-5,4,11,-2
Cc1cc(N2CCN(C(=O)c3ccco3)CC2)n2nc(-c3cccc(F)c3)cc2n1,-21,-28,0,5,4,-9,11,-8,-9,-40
CCc1cccc2cc3c(N)c(C(=O)Nc4ccc(S(=O)(=O)N5CCCC5)cc4)sc3nc12,-45,i,3,16,-4,-7,12,27*,8,i
CC(C)N1C(=O)c2ccccc2C1C(=O)NCCc1ccccc1 (stereo not drawn),4,2,-1,-3,-2,-8,-1,-3,2,-3

# (next part)
SMILES,ADAM10 inh,PLCg1 inh,Tn6 DDE FP,ASAP1 inh,DDE Tn7 FP inh,ADAM17 inh,TDP2 inh,SIAE inh,ARFGAP1 inh,PLCb3 inh
COC(=O)c1ccc(Nc2ncnc3sccc23)cc1,-12,-38,-2,2,4,-8,12,-4,5,-63
Cc1ncc(CO)c(/C=N/Nc2cccc(Cl)n2)c1O,-338,-232,-4,-5,3,-150,-29,-11,0,-306
COc1cc(OC)cc(C(=O)Nc2ccc(C(=O)c3ccncc3)cc2)c1,13,0,-2,5,2,0,4,-12,9,-3
COc1cc(/C=C(\C#N)c2nc3ccccc3[nH]2)ccc1Oc1ccc([N+](=O)[O-])cn1,-35,-137,-13,-1,-5,-14,-4,-14,6,-164
COc1ccc(CC(=O)Oc2cc(C)[nH]c(=O)c2[N+](=O)[O-])cc1,3,5,7,-3,-1,7,-2,-1,7,7
CC(C)(C)C1CCC(=NNC(=O)c2ccccc2-n2cccc2)CC1 (stereo not drawn),-2,-18,-8,-2,0,-4,-10,-2,4,-2
Cc1cc(C)c(C(=O)c2cccs2)c(C)c1,-3,0,2,1,0,-4,-4,-3,-4,3
CCOC(=O)c1[nH]c(C)c(C(=O)NCc2ccc(Cl)cc2)c1C,5,2,-4,-3,3,2,8,11,-5,0
COCC1CCCCN1C(=O)c1ccc(OC)c(OC2CCN(C(C)C)CC2)c1 (stereo not drawn),-7,2,2,15,-3,-3,-6,-3,-1,-4
O=C(CSc1nnc(-c2ccc(F)cc2)o1)Nc1ccccc1N1CCOCC1,4,0,3,4,7,-1,1,7,2,3
CCOc1ccccc1NC=C1C(=O)OC2(CCCCC2)OC1=O,4,-5,-5,-1,-5,-2,-9,-2,9,-5
N=C(N)c1ccc(N)cc1,-6,1,3,-9,3,-6,6,0,1,2
C=C(C)COc1ccc2c(C)c(CC(=O)N3C[C@H]4C[C@@H](C3)c3cccc(=O)n3C4)c(=O)oc2c1C,i,-44,2,0,-2,-222,1,1,9,-59
CSc1ccc(C(=O)C2CCCN(C(=O)c3ccc(C)nc3)C2)cc1 (stereo not drawn),-3,1,-2,-5,6,-3,10,-3,1,-2
O=C(O)CC1S/C(=N\N=C2CCCCCC2)N(c2ccccc2)C1=O (stereo not drawn),3,-1,-12,5,-4,1,15,8,0,-8
Cn1c(SCC(=O)NNC(=O)c2ccccc2)nnc1C1CC1,-4,4,6,8,-7,4,1,2,12,3
Cc1ccc2nc3n(c(=O)c2c1)-c1cc2ccccc2cc1C(=O)NC3CC(C)C (stereo not drawn),-9,-1,0,-8,0,-2,-3,1,-2,1
O=C(N/N=C/c1ccc(Cl)cc1Cl)c1ccncc1,-1,2,-5,-2,-3,3,3,-8,7,-1
Cc1noc(C)c1C(=O)OC(C)C(=O)NC(C)c1ccc(Cl)cc1Cl (stereo not drawn),-7,1,-5,6,3,-1,3,0,4,-7
OC[C@@H]1CN(Cc2ccco2)C[C@H](n2cnc3c(NCc4ccc(F)cc4)ncnc32)O1,-5,0,7,-1,0,2,-5,5,2,-2
COc1cc(CNCC2CCCO2)ccc1OCC(N)=O (stereo not drawn),0,0,2,1,3,-2,10,0,13,-2
COc1ccc(-c2cnc3n2CCCCC3)cc1,6,2,-5,-7,-6,1,-12,-1,-5,-1
Cc1nn(C)c(C)c1NC(=S)Nc1ccc(S(=O)(=O)Nc2ncccn2)cc1,-2,-1,3,-6,-2,-1,8,5,5,-7
O=C(O)Cc1cn(Cc2ccc(F)cc2)c2ccccc12,6,1,9,8,-2,-1,5,2,-8,-5
COc1cccc(CNC(=O)[C@@H]2CCCN2C(=O)[C@H]2CCCCN2S(=O)(=O)c2ccc(OC)c(C)c2)c1,-2,-2,2,-8,-6,-3,3,2,-4,1

# Three of the compounds above, with two lines to a compound.
# Every second line gives: ADAM10 inh, PLCg1 inh, Tn6 DDE FP, ASAP1 inh, DDE Tn7 FP inh, ADAM17 inh, TDP2 inh, SIAE inh, ARFGAP1 inh, PLCb3 inh
COc1cc(/C=C(\C#N)c2nc3ccccc3[nH]2)ccc1Oc1ccc([N+](=O)[O-])cn1
→ -35, -137, -13, -1, -5, -14, -4, -14, 6, -164
COc1ccc(S(=O)(=O)N2CCN(C(=O)COc3ccccc3)CC2)cc1
→ -3, 0, -5, 0, 4, 0, 11, -1, -1, 2
O=C(O)CC1S/C(=N\N=C2CCCCCC2)N(c2ccccc2)C1=O (stereo not drawn)
→ 3, -1, -12, 5, -4, 1, 15, 8, 0, -8

# Other structures.
SMILES,ADAM10 inh,PLCg1 inh,Tn6 DDE FP,ASAP1 inh,DDE Tn7 FP inh,ADAM17 inh,TDP2 inh,SIAE inh,ARFGAP1 inh,PLCb3 inh
CNC(=S)N(CCN(C)C)Cc1cc2cc3c(cc2[nH]c1=O)OCO3,-483,-33,6,-11,4,-173,5,2,2,-49
O=C(Nc1ccc(C(=O)O)cc1)/C(=C\c1ccccc1)NC(=O)c1ccco1,-10,-3,-1,1,1,1,9,3,-9,-1
Cc1c(CC(=O)NCC(=O)O)c(=O)oc2cc3c(cc12)CCC(C)(C)O3,i,-210,-1,2,-4,i,-1,2,8,-271
COc1ccc(C2CC(C(F)(F)F)n3ncc(C(=O)Nc4cccc(O)c4)c3N2)cc1OC (stereo not drawn),12,0,1,21,-2,2,-6,1,1,-1
COC(=O)[C@]12C[C@H](CC(=O)NCCCCc3ccccc3)C(=O)N(Cc3ccccc3)C1=C[C@H](C(C)(C)C)O[C@@H]2C,15,-2,4,-10,-1,5,-8,-3,2,-1
O=C1OCC/C1=C\OCCCO/C=C1\CCOC1=O,11,4,5,3,0,0,-6,-3,-5,-2
Cc1ccc(Cn2c(C3CCCN3c3nc(-c4ccc(F)cc4)cs3)nc3cc(Cl)c(Cl)cc32)cc1 (stereo not drawn),1,4,7,18,-6,1,-5,-12,0,-2
